Assay outcomes: PubChem, several laboratories
Wee1 degr inh = blocks degradation of human Wee1 kinase; P30291; HeLa Luc-Wee1K328M stability, luciferase luminescence; 100% = proteasome inhibitor MG132 effect; reporter increase, % at 5 µM; actives 1.2% (n = 220,000); AID 1321;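 active = activation above the mean of all tested compounds plus 3 SD, set per screening run, cut at about 8.8% in these data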;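 also: cells exposed to compound for 20 h before luminescence read; 0% = DMSO alone and 100% = MG132 at 30 µM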
FXIIa inh 1536 = inhibitors of human coagulation factor XIIa; P00748; purified FXIIa, Boc-QGR-AMC fluorogenic substrate, 2 h; actives 0.3% (n = 220,000); inhibition, % at 5 µM; in the data active = inhibition above about 40%;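 also: 0% = enzyme with no compound and 100% = blank without enzyme; many of its hits are not listed in these tables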
p97 inhibitor = human p97 ATPase inhibition. P55072. recombinant p97 ATPase, Kinase-Glo ATP luminescence, 3 h. inhibition, % at 8 µM. actives 0.42% (n = 220,000); in the data active = inhibition above about 15%;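 also: 0% = DMSO vehicle and 100% = wells lacking enzyme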
FXIa inh = inhibitors of human coagulation factor XIa | purified FXIa, Boc-Glu-Ala-Arg-AMC fluorogenic substrate | actives 0.14% (n = 220,000) | inhibition, % at 5 µM | AID 798 | P03951;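 active = inhibition of at least 40%; inactive = inhibition below 40%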;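 also: fluorescence of freed AMC excited at 355 nm; 0% = enzyme without compound and 100% = no enzyme blank; many of its hits are not listed in these tables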
Target sequence (P03951 19-387 limits assumed): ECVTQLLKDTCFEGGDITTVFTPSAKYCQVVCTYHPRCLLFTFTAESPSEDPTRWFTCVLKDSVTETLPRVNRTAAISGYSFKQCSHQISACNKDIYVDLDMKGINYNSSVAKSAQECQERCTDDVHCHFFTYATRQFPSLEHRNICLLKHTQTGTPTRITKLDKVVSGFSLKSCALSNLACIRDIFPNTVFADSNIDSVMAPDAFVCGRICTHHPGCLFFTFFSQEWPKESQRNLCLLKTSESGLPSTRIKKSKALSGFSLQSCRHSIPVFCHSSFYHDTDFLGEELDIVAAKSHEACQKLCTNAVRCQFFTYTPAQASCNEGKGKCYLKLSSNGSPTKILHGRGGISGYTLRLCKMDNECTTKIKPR
Target sequence (P03951 388-625 limits assumed): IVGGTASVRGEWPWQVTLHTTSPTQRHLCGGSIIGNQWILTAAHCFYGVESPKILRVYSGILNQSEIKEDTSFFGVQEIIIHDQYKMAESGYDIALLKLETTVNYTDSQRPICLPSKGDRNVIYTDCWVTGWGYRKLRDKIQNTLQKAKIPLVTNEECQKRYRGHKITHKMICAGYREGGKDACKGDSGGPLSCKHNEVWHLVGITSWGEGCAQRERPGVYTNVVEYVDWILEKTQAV
Rad51 HR inh = Rad51 (human) homologous recombination inhibition. inhibition, % at 10 µM. hRad51 DNA strand exchange, fluorescence dequenching. Q06609. actives 0.085% (n = 200,000);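 active = inhibition above 40% at the single screening dose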;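 also: 0% = DMSO control wells and 100% = blanks with heterologous ssDNA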
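Material: Human Rad51 nucleoprotein filaments preassembled on unlabelled ssDNA | Also added: Labelled 47-mer dsDNA for strand exchange | Dosing: Single dose, 10 µM final compound | Schedule: 30-min compound preincubation and 15-min exchange, both room temperature | Technique: Fluorescence dequenching at 485/520 nm | Measure: Percent inhibition relative to plate controls and blanks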
Mdm2 ligase inh = Mdm2 E3 ligase (human) inhibition | Q00987 | actives 0.11% (n = 210,000) | cell-based MDM2 ubiquitination luciferase reporter, 2 h; 0 = plate control, 100 = twice control, blank-subtracted | signal enhancement, % at 5 µM | AID 1230;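 active = signal enhancement of 30% or more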;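 also: luminescence tracks abundance of the self-degrading MDM2-luciferase fusion protein; higher signal means inhibition of MDM2 E3 ligase activity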
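Material: stable MDM2–luciferase fusion reporter cells / Quantity: 2000 cells/well / Dosing: single 5 µM compound dose, 0.2% final DMSO / Buffer or medium: DMEM / Schedule: 4 h cell settling then 2 h compound exposure, 37 °C / Detection: luminescence with SteadyLite reagent, 15 min at room temperature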
14-3-3 Bad PPI = disrupts binding of bovine 14-3-3 zeta to phospho-Bad peptide. P63103. TR-FRET 14-3-3zeta/Dy647-pBad peptide displacement, 1 h. inhibition, % at 21.7 µM. actives 0.71% (n = 220,000). AID 781;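 active = inhibition above about 70%, limit read from the data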;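 also: 0% = full 14-3-3 plus peptide FRET controls and 100% = background without 14-3-3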
Target sequence (P63103 whole entry, looked up): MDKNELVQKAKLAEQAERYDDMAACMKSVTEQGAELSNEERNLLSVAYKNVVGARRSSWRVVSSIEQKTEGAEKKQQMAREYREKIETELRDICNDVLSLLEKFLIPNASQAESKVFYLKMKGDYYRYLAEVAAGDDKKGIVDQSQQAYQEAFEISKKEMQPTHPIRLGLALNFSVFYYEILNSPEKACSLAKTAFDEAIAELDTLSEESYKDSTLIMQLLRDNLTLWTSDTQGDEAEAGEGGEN
KLK5 inh = blocks human kallikrein 5 protease activity. AID 873. recombinant hK5, fluorogenic AMC substrate cleavage. inhibition, % at 5 µM. actives 0.59% (n = 210,000);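 active = inhibition of 40% or more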;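 also: 0% = enzyme controls without compound and 100% = no-enzyme blanks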
Target sequence (Q9Y337 67-293 limits assumed): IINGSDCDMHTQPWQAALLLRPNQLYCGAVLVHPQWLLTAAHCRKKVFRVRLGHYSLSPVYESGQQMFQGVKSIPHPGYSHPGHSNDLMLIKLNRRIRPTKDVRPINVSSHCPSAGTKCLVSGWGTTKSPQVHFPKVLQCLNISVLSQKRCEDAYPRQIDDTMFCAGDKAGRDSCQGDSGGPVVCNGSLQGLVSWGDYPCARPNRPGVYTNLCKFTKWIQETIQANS
eIF4E-4G inh = inhibitors of eIF4E and eIF4G interaction in translation initiation; TR-FRET eIF4E-eIF4GI(517-606) binding, 2 h; inhibition, % at 21.7 µM; actives 0.37% (n = 220,000); AID 782;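 active = inhibition above about 30%, limit read from the data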;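 also: 0% = full FRET control wells and 100% = background wells lacking eIF4GI fragment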
* hit, by the source's call; x = not tested or not shown; [ ] = another dose, or the depositor's remark.

1: Cc1cc(/C=C2\SC(N)=NC2=O)c(C)n1-c1ccccc1
2: CCN1CCN(CC(=O)c2cc(OC)c(OC)c(OC)c2)CC1
3: CNc1oc(-c2ccco2)nc1C#N
4: CSCCC(NC(=O)C12CC3CC(CC(C3)C1)C2)C(=O)OCC(=O)c1ccccc1 (stereo not drawn)
5: C=CCNC(=O)c1onc(CSc2ccc(OC)cc2)c1C(=O)O
assay / compound,1,2,3,4,5
Wee1 degr inh,1,-1,0,0,-1
FXIIa inh 1536,14,19,12,-1,6
p97 inhibitor,-2,-4,2,-1,-1
FXIa inh,0,11,3,-8,1
Rad51 HR inh,x,-3,2,3,-6
Mdm2 ligase inh,-12,-8,13,-14,-17
14-3-3 Bad PPI,-15[fluorescence artefact?],-1,4,-1[fluorescence artefact?],10[fluorescence artefact?]
KLK5 inh,2,19,5,15,-16
eIF4E-4G inh,-29,-3,-1,4,4[fluorescence artefact?]

6: CC(=O)Nc1c(C)ccc2nsnc12
7: COc1ccccc1C(=O)NCCC(=O)Nc1cccnc1
8: COC(=O)Cn1nc(-c2ccccc2)c2ccccc2c1=O
9: CCOC(=O)C1CCN(Cc2ccccc2C(F)(F)F)CC1
10: Cc1cc2occ(CC(=O)O)c2cc1C
assay / compound,6,7,8,9,10
Wee1 degr inh,2,-2,-2,-3,0
FXIIa inh 1536,-7,0,13,12,6
p97 inhibitor,-6,6,3,2,-5
FXIa inh,-9,-2,10,7,-16
Rad51 HR inh,-13,x,-2,-1,-2
Mdm2 ligase inh,-15,-1,7,-3,-3
14-3-3 Bad PPI,-12,12,3,57,-11[fluorescence artefact?]
KLK5 inh,-13,-2,4,-5,-7
eIF4E-4G inh,-6,-5,-2,4,0[fluorescence artefact?]

11: Cc1cccc(C(=O)N[C@H](C(=O)Nc2nnc(C3CC3)s2)C(C)C)c1
12: CCOC(CNC(=O)c1nnc(Cc2cc(OC)c(OC)c(OC)c2)o1)OCC
13: CCSC1=NC(C)(C)C=C(/C=C/c2ccc(Cl)cc2Cl)N1
14: CCOc1cc(CNc2ccc3cn[nH]c3c2)ccc1OC
15: CCN(CCCNC(=O)CCn1c(=O)[nH]c2ccsc2c1=O)c1ccccc1
assay / compound,11,12,13,14,15
Wee1 degr inh,-3,2,-1,0,5
FXIIa inh 1536,12,0,8,13,12
p97 inhibitor,-5,-7,-2,5,4
FXIa inh,14,-6,-14,3,0
Rad51 HR inh,21,-31,x,4,18
Mdm2 ligase inh,-1,-3,-6,-19,-8
14-3-3 Bad PPI,11,-2,-8,21,-13
KLK5 inh,5,-5,-5,4,-5
eIF4E-4G inh,-9,-1,-9,-6,4

Entries of single compounds, looked up by structure.
CCOC(CNC(=O)c1nnc(Cc2cc(OC)c(OC)c(OC)c2)o1)OCC is entered as Wee1 degr inh: 2; FXIIa inh 1536: 0; p97 inhibitor: -7; FXIa inh: -6; Rad51 HR inh: -31; Mdm2 ligase inh: -3; 14-3-3 Bad PPI: -2; KLK5 inh: -5; eIF4E-4G inh: -1
Cc1cccc(C(=O)N[C@H](C(=O)Nc2nnc(C3CC3)s2)C(C)C)c1 is entered as Wee1 degr inh: -3; FXIIa inh 1536: 12; p97 inhibitor: -5; FXIa inh: 14; Rad51 HR inh: 21; Mdm2 ligase inh: -1; 14-3-3 Bad PPI: 11; KLK5 inh: 5; eIF4E-4G inh: -9

(list continues)
16: CSc1nc(N)nc(SCC(=O)c2ccc(C)cc2)c1C#N
17: CC(Oc1cccc2c1OC(C)(C)C2)C(=O)O (stereo not drawn)
18: Cc1cc(N2CCN(C)CC2)nc2ccc(NC(=S)NCCCN3CCN(C)CC3)cc12
19: C/C(=N\Nc1ccc(F)cc1)c1ccncc1
20: CC(C)Cn1c(O)c(N=NC(=O)c2cccc(S(=O)(=O)N3CCCCC3)c2)c2ccccc21
assay / compound,16,17,18,19,20
Wee1 degr inh,0,0,1,-1,3
FXIIa inh 1536,8,11,10,12,2
p97 inhibitor,0,1,0,2,-7
FXIa inh,-1,0,-3,10,-6
Rad51 HR inh,1,-2,-1,4,17
Mdm2 ligase inh,-14,-12,-7,-8,13
14-3-3 Bad PPI,8,2,-4,-6[fluorescence artefact?],5
KLK5 inh,-19,-7,3,-24,5
eIF4E-4G inh,2,2,0,7,-5

21: CCOc1ccccc1CN1CCN(Cc2cc3ccccc3[nH]2)CC1CCO (stereo not drawn)
22: Cc1sc2c(c1C)c(=O)n(-c1ccc(F)cc1)c(=O)n2CC(=O)NCc1ccco1
23: N#CC1=C(N)N(c2ccccc2)C(c2ccccc2)C1(C#N)C#N (stereo not drawn)
24: CCCNC(=O)NC1CCCCCCC1
25: CCOC(=O)c1cnn(-c2ccccn2)c1N
assay / compound,21,22,23,24,25
Wee1 degr inh,1,2,-3,3,2
FXIIa inh 1536,13,5,-19,6,12
p97 inhibitor,0,1,-1,1,1
FXIa inh,-2,-7,-20,-2,2
Rad51 HR inh,-161,3,6,x,3
Mdm2 ligase inh,0,-6,-13,-21,-19
14-3-3 Bad PPI,-10,12,x,3,6
KLK5 inh,-1,-24,-25,x,-2
eIF4E-4G inh,-3,-21,x,-2,6

26: Cc1ccc(C(=O)NNC(=O)C2CCN(S(=O)(=O)c3ccc(Cl)cc3)CC2)cc1
27: COC(=O)c1ccc(CSc2nnc(CNC(=O)c3cccs3)o2)o1
28: CC(=O)c1ccc(NC(=S)N2CCC(O)CC2)cc1
29: Cc1ccc(C)c(NNC(=O)C(=O)NNc2cc(C)ccc2C)c1
30: Oc1cccc(/C=N\Nc2nncc(-c3ccccc3)n2)c1
assay / compound,26,27,28,29,30
Wee1 degr inh,-4,-1,4,1,-1
FXIIa inh 1536,10,16,10,35,15
p97 inhibitor,5,-2,4,-1,0
FXIa inh,2,6,0,6,3
Rad51 HR inh,x,3,0,-4,-6
Mdm2 ligase inh,-13,-10,-8,-5,-74
14-3-3 Bad PPI,5,-6,-4[fluorescence artefact?],-4,-3
KLK5 inh,-8,-5,-8,21,10
eIF4E-4G inh,0,-6,-5[fluorescence artefact?],3,1

31: CCOC(=O)c1cccc(COC(=O)c2cccc(-c3nnc(-c4ccccc4)o3)c2)c1
32: CC(/C=C/c1ccccc1)=N\NC(=O)CNC(=O)c1ccccc1Cl
33: COCC(C)NC(=O)NC(=O)c1ccc(Cl)cc1 (stereo not drawn)
34: CC1(C)CC(=O)C=C(Nc2ccccc2NC(=O)c2cnccn2)C1
35: CN1CCN(CCCNC(=O)Cn2nc(-c3ccccc3)ccc2=O)CC1
assay / compound,31,32,33,34,35
Wee1 degr inh,9.7*,4,-2,0,-4
FXIIa inh 1536,11,4,7,2,7
p97 inhibitor,1,8,0,4,5
FXIa inh,11,6,-10,5,1
Rad51 HR inh,17,6,-2,3,-10
Mdm2 ligase inh,-31,7,-26,-12,-18
14-3-3 Bad PPI,1,1,-9[fluorescence artefact?],-12,22
KLK5 inh,-12,-4,-19,-5,-2
eIF4E-4G inh,-9[fluorescence artefact?],8,11,5,-5

Along the list, quoted from above.
Rad51 HR inh, entries 7 to 12: x, -2, -1, -2, 21, -31
KLK5 inh, entries 7 to 12: -2, 4, -5, -7, 5, -5
Mdm2 ligase inh, entries 7 to 12: -1, 7, -3, -3, -1, -3

Next part:
36: C=C(C)Cn1c(SCC#N)nc2ccccc2c1=O
37: CC(C)C[C@@H](CN(N=O)[C@@H](Cc1ccccc1)CN(C)N=O)N(CCc1ccccc1)N=O
38: CC1(C)C(=O)OC(C(=O)c2ccccc2)C(C)(C)C1=O (stereo not drawn)
39: COc1cc2cc(C)c(SCC(=O)N3CCN(C(=O)c4ccco4)CC3)nc2cc1OC
40: C/C(=N\NC(=O)C1CC1(c1ccccc1)c1ccccc1)c1cccc([N+](=O)[O-])c1 (stereo not drawn)
assay / compound,36,37,38,39,40
Wee1 degr inh,0,5,2,6,0
FXIIa inh 1536,14,7,5,14,6
p97 inhibitor,0,4,5,0,0
FXIa inh,-3,0,-3,4,-4
Rad51 HR inh,2,-8,1,21,-12
Mdm2 ligase inh,-7,x,1,x,-1
14-3-3 Bad PPI,23,-1,11[fluorescence artefact?],4,7
KLK5 inh,-12,0,-21,0,-21
eIF4E-4G inh,-5,2,2[fluorescence artefact?],3,4

41: CCN1C(=O)CS/C1=N\S(=O)(=O)c1ccc(C)cc1
42: CC(C)C(=O)NCCn1ccc2ccccc21
43: C=CCn1c(N)c(C(=O)OCCC)c2nc3ccccc3nc21
44: O=C(C1CCN(S(=O)(=O)N2CCOCC2)CC1)N1CCN(c2ccccc2)CC1
45: O=C(COC(=O)c1ccc2c(c1)OCO2)NCc1ccc2c(c1)OCO2
assay / compound,41,42,43,44,45
Wee1 degr inh,1,-2,-1,-1,1
FXIIa inh 1536,11,8,-7,18,-1
p97 inhibitor,-1,-5,-1,2,1
FXIa inh,3,-2,-12,0,3
Rad51 HR inh,4,x,-2,-4,7
Mdm2 ligase inh,-11,-6,-13,-15,19
14-3-3 Bad PPI,11,-11,2,8,4
KLK5 inh,8,-7,-12,-10,-10
eIF4E-4G inh,-1,-1,3,9,4

46: COCCNC(=O)CSc1nnc2c(Cl)cc(Cl)cn12
47: Cc1cc(/C=C2\NC(=O)NC2=O)c(C)n1-c1ccc(N2CCOCC2)cc1
48: C/C(=N\NC(=O)C1COc2ccccc2O1)c1cccs1 (stereo not drawn)
49: COC(=O)c1cc(N2C(=O)C3C(C2=O)C2(C)C=CC3(C)O2)ccc1Cl (stereo not drawn)
50: O=C(Nc1ccc(Cl)c([N+](=O)[O-])c1)c1cnccn1
assay / compound,46,47,48,49,50
Wee1 degr inh,-2,0,-2,-3,-2
FXIIa inh 1536,56*,5,15,6,11
p97 inhibitor,-2,17*,5,0,8
FXIa inh,2,13,-2,5,8
Rad51 HR inh,-6,-10,-390,-11,-2
Mdm2 ligase inh,-16,-6,-5,-48,-8
14-3-3 Bad PPI,-8,-4,-4,6,-6
KLK5 inh,52*,3,-4,44*,-19
eIF4E-4G inh,2,1,2[fluorescence artefact?],6,5

51: O=Cc1c(N2CCCCC2)nc2ccccn2c1=O
52: CCc1ccc(S(=O)(=O)Nc2cc(SCC(=O)O)c(O)c3ccccc23)cc1
53: COc1cc(OC)c(C(=O)NCCCn2ccnc2)cc1OC
54: CN(Cc1cc(=O)n2ccsc2n1)c1ccccc1
55: CCn1nc(C(=O)NCCc2ccc(S(N)(=O)=O)cc2)c2ccccc2c1=O
assay / compound,51,52,53,54,55
Wee1 degr inh,0,-1,1,6,-2
FXIIa inh 1536,5,1,5,6,-3
p97 inhibitor,5,7,3,8,4
FXIa inh,-3,-6,-1,13,-3
Rad51 HR inh,-4,-2,x,-10,5
Mdm2 ligase inh,6,-5,-4,-4,6
14-3-3 Bad PPI,-10,41,-8,2,0[fluorescence artefact?]
KLK5 inh,-1,-20,1,1,-23
eIF4E-4G inh,1,5,0,1[fluorescence artefact?],3

56: Nc1ccccc1-c1nc2ccccc2[nH]1
57: Cc1ccc(Cl)cc1N1CCN(C(=O)C2CCN(S(=O)(=O)c3c(C)nn(C)c3C)CC2)CC1
58: CCNC(=S)NCCN1CCCCC1
59: CCOc1cc(C(=S)N2CCOCC2)ccc1OS(=O)(=O)c1ccccc1
assay / compound,56,57,58,59
Wee1 degr inh,3,5,-3,-2
FXIIa inh 1536,6,9,-3,3
p97 inhibitor,0,-7,4,3
FXIa inh,0,2,2,8
Rad51 HR inh,-9,x,-9,10
Mdm2 ligase inh,-21,-29,-22,-4
14-3-3 Bad PPI,-1,-7[fluorescence artefact?],3,-8
KLK5 inh,-95,-15,0,-10
eIF4E-4G inh,5,1,2,1
